# TrxR1 substrate – is turned over as a substrate by rat TrxR1; 0.01% of 390,000 active; AID 588456; purified TrxR1 substrate turnover, NADPH consumption readout; Potency, µM (series often up to 114 µM), for inactives: at the top dose activity change, negative = substrate turnover; further: on the % scale 0 is the no-effect control and ±100 the full control effect; nearly all actives have a fitted effect of over 50% in size
# Target sequence (O89049 whole entry, looked up): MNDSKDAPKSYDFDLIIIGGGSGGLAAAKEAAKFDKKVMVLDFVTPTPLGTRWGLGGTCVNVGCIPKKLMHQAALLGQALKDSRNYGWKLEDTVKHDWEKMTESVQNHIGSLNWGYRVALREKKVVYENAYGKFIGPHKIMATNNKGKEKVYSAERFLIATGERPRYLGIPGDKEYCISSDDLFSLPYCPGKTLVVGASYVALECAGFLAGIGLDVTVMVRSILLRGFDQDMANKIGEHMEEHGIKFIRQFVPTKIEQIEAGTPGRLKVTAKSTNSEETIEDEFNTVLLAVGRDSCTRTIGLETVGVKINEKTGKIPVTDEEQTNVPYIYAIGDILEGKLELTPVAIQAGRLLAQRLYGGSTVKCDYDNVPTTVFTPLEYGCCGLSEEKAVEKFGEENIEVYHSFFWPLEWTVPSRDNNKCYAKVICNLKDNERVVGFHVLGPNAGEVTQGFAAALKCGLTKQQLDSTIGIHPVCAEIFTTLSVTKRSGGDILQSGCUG
#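 Rat TrxR1, dispensed at 90 nM, was prereduced with 400 uM NADPH (final) for 5 min at ~22 deg C, then incubated with compound 15 min before 400 uM selenite. A first-read NADPH fluorescence drop versus no-compound background flagged substrates.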
# TrxR1 inh – blocks rat thioredoxin reductase 1. O89049. recombinant rTrxR1, NADPH fluorescence consumption, selenite substrate. Potency, µM (highest dose often 114 µM), for the others: at the top dose activity change, negative = inhibition, hits mostly inhibitors. 1% of 390,000 active. AID 588453; further: on the % scale 0 is the no-effect control and ±100 the full control effect; nearly all actives have a fitted effect of over 65% in size
#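 Rat TrxR1 (90 nM in the dispensed reagent) was pre-reduced with 400 uM NADPH for 5 min at room temperature, then incubated with compound for 15 min. After 400 uM selenite was added, NADPH fluorescence (Ex 340/Em 450 nm) was followed for 8 min.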
# Vif-A3F inh – Vif-A3F binding inhibition; HeLa A3F-eYFP + Vif (tagged APOBEC3F with the HIV-1 protein that degrades it), YFP fluorescence increase; Potency, µM (series often up to 46.1 µM), for the others: at the highest dose activity, negative = active; 0.2% of 390,000 active; AID 602313; further: % of control where 0% means no effect; nearly all actives have a fitted effect of over 65% in size
#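 Fluorescence increase (Ex 488/Em 500-530) after overnight compound treatment at 37 deg C flags inhibition of Vif-driven A3F-eYFP loss in stable HeLa A3F-eYFP/Vif cells seeded overnight beforehand.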
# ALOX12 inh – ALOX12 (human) lipoxygenase inhibition. P18054. purified 12hLO, xylenol orange hydroperoxide absorbance. Potency, µM (highest dose often 108 µM), inactives show at the top dose activity change, negative = inhibition, most hits filed as inhibitors. 1.1% of 580,000 active. AID 1671190; further: on the % scale 0 is the no-effect control and ±100 the full control effect
#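 Hydroperoxide product was detected by ferrous iron/xylenol orange as the 573 to 405 nm absorbance ratio. Arachidonic acid at 40 uM (final) was turned over for 30 min at room temperature by 150 nM human 12hLO, pH 7.0 Hepes buffer, after 15 min compound preincubation.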
# RGS4 inh – human RGS4 inhibition; P49798; Transcreener GDP fluorescence polarization, RGS4-accelerated GTP hydrolysis; Potency, µM (top dose mostly 114 µM), without a hit: at the highest dose activity change, negative = inhibition, most hits filed as inhibitors; 0.039% of 390,000 active; further: on the % scale 0 is the no-effect control and ±100 the full control effect; nearly all actives have a fitted effect of over 75% in size; some results filed as inactive show a strong effect at the top dose
#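 MLSMR compounds (23 nl, pin-transferred) preincubated 10 min at room temperature with a 500nM (2x) first reagent, then RGS4 at 900nM (2x) plus Transcreener GDP mix added; fluorescence polarization (620/688 nm) read before and after 90 min at 30 °C.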
# RXFP1 ag – RXFP1 (human) receptor agonism; Potency, µM (highest dose often 57.5 µM), for inactives: top-dose activation, hits mostly activators; Q9HBX9; 0.3% of 370,000 active; HEK293T-RXFP1 cAMP TR-FRET, 30 min; response scale: percent of porcine relaxin response, buffer zero; further: on the % scale 0 is the no-effect control and ±100 the full control effect; nearly all actives have a fitted effect of over 60% in size; many of its hits are not listed in these tables
#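 Agonist response is measured as cAMP accumulation in an RXFP1-transfected HEK293T line under PDE4 inhibition. Values are scaled between buffer-only and 29 nM porcine relaxin, and EC50s come from standard Hill equation fits.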
# Vif-A3G inh – blocks the Vif interaction with human APOBEC3G; Q9HC16; HeLa A3G-eYFP + Vif (tagged APOBEC3G with the HIV-1 protein that degrades it), YFP fluorescence, overnight; Potency, µM (highest dose often 46.1 µM), for inactives: at the top dose activity, negative = active, hits mostly inhibitors; 0.076% of 410,000 active; AID 602310;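 further: on the % scale 0 is the no-effect control and ±100 the full control effect; nearly all actives have a fitted effect of over 60% in size; hits raise eYFP signal because A3G escapes Vif-driven loss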
#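 Read-out is eYFP fluorescence (Ex 488/Em 500-530) from Vif-expressing HeLa A3G-eYFP cells; more signal means A3G escaped Vif-mediated degradation. Cells plated overnight, compound pinned in, incubated overnight at 37 deg C.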
# USP1 inh – inhibitors of human USP1/UAF1 deubiquitinase. O94782. recombinant USP1/UAF1, Ub-Rhodamine cleavage fluorescence. Potency, µM (doses to about 57.1 µM), for the others: top-dose activity change, negative = inhibition, actives largely listed as inhibitors. 0.23% of 390,000 active. AID 743255; further: on the % scale 0 is the no-effect control and ±100 the full control effect; nearly all actives have a fitted effect of over 60% in size; inactives centre near -12
#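 USP1/UAF1 complex (1 nM) preincubated 15 min at room temperature with compound, then Ub-Rho substrate (150 nM final) added. Kinetic fluorescence at 480/540 nm over 6 reads at 60 s intervals; 50 mM HEPES pH 7.8, 0.5 mM EDTA, 0.1 mg/ml BSA, 1 mM TCEP, 0.01% Tween-20.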
# mIDH1 inhibitor – blocks human mutant IDH1 R132H enzyme | IDH1-R132H enzyme, NADPH consumption, diaphorase/resazurin fluorescence | Potency, µM (series often up to 76.6 µM), for the others: at the highest dose activity change, negative = inhibition, usual class: inhibitors | 0.093% of 390,000 active | AID 602179; further: on the % scale 0 is the no-effect control and ±100 the full control effect; nearly all actives have a fitted effect of over 65% in size
# Target sequence (O75874 whole entry R132H, stated change not applied): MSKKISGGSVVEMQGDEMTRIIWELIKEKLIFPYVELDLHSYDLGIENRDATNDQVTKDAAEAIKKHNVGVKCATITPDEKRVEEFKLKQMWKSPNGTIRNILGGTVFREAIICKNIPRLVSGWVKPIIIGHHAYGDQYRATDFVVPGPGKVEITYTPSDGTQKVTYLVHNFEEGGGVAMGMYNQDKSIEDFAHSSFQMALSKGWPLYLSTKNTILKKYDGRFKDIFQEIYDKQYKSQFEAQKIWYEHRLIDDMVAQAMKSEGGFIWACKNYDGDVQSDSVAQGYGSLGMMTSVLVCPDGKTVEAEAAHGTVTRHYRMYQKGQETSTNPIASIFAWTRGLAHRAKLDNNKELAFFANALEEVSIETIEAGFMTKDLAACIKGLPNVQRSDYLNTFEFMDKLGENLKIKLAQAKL
#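 IDH1-R132H (0.5 ug/mL dispensed) in pH 7.5 Tris buffer was preincubated 30 min with compound, then given a substrate mix of 0.016 mM NADPH and 2 mM alpha-KG for 80 min at room temperature; remaining NADPH was read by diaphorase/resazurin fluorescence.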
# * hit, by the source's call; i = inactive; ? = inconclusive; nt = no result given; & = joins results of further samples; [ ] = dose if it differs, or a comment. The call rests on the fitted dose curve; in most records, active means well fitted curve in the direction sought with a large enough effect; inconclusive means small, poorly fitted or top-dose-only effect, or another doubt; inactive means no such curve, though single readings can be large; an effect the other way counts as inactive or inconclusive. Potency means the concentration at half of the fitted maximal effect.
SMILES,TrxR1 substrate,TrxR1 inh,Vif-A3F inh,ALOX12 inh,RGS4 inh,RXFP1 ag,Vif-A3G inh,USP1 inh,mIDH1 inhibitor
COC(=O)c1ccc(CN2CCCCC2)cc1,0%,10%,8%,180%[activator],4%,-2.0%,0%,-9%,5%
O=C(c1ccco1)N1CCc2[nH]nc(-c3ccccc3)c2C1,1%,18%,-3%,-6%,-3%,0.7%,3%,-14%,8%
CC(OC(=O)Cn1nnc2ccccc21)C(=O)NC1CCCC1 (configuration not stated),10%,21%,1%,-10%,9%,1.6%,1%,?,4%
CCOc1ncccc1C(=O)OCC(=O)NC(=O)NC(C)C,4%,16%,1%,-4%,18%,0.7%,0%,-10%,-1%
CS(=O)(=O)c1ccc(Cl)c(NC(=O)COc2ccc3c(c2)CCC3)c1,-8%,-4%,-8%,-26%,-7%,2.4%,-1%,-12%,3%
COc1ccccc1-c1nc(C#N)c(N2CCN(C(=O)c3ccco3)CC2)o1,24%,-7%,0%,-9%&-3%,-11%,-0.7%,2%,-21%,6%
CCc1nc2ccc(C(=O)N(C)CC(=O)Nc3ccc(F)c(F)c3F)cc2nc1CC,7%[57.1 µM],20%[57.1 µM],-7%,12%,5%,0.5%,-1%,-8%,7%
NC(=O)C1CCN(Cc2ccc(OCc3ccccc3)cc2)CC1,7%[57.1 µM],17%[57.1 µM],10%,?,30%,-3.8%,-1%,-11%,2%
Cc1ccc(CNC(=O)CSc2nc(=O)n(Cc3ccco3)c3c2CCC3)cc1,4%[57.1 µM],-3%[57.1 µM],-9%,-16%,-29%,5.2%,2%,-17%,10%
COc1ccc(CCC(=O)OCC(=O)c2c(N)n(CC(C)C)c(=O)n(C)c2=O)cc1,-7%,0%,-1%,5%,7%,5.0%,5%,-2%,0%
CCN1C(=O)CC(C(=O)O)SC1=Nc1ccc(OC)cc1 (configuration not stated),-4%,11%,0%,0%,17%,1.6%,2%,-6%,-1%
CC(=O)c1ccc(OCCCC(=O)NC(C)c2ccc(S(N)(=O)=O)cc2)cc1 (configuration not stated),0%,25%,-3%,20%,13%,3.4%,2%,-4%,-6%
Cc1ccc(-n2nc(C(=O)Nc3ccc(C)c(F)c3)c3c4ccccc4n(C)c3c2=O)cc1,-2%,19%,nt,-21%,11%,-0.3%,nt,-14%,nt
CCCCNC(=S)N(CCO)Cc1cc2cc3c(cc2[nH]c1=O)OCCO3,22%,1%,0%,?,-15%,1.7%,-4%,-14%,-9%
COc1ccc(CN2CCN(S(=O)(=O)c3ccc(NC(C)=O)cc3)CC2)cc1OC,11%[57.1 µM],14%,0%,?,-11%,2.0%,-1%,-1%,8%
FC(F)(F)c1cccc(Nc2cc(-c3ccccc3)nc3ncnn23)c1,-2%,30%,8%,?,25%,11%,1%,-12%,-8%
O=C(Nc1ccc2c(c1)OCO2)c1ccncc1,-1%,5%,-1%,-6%,-19%,0.9%,4%,-22%,4%
COc1ccc2cc(-c3ccsc3)ncc2c1,13%,?,4%,-9%,9%,0.6%,-3%,-25%,-2%
NNC(=O)c1ccncc1,1%,3%,6%,2%,4%,-1.0%,-3%,-7%,0%
COc1ccccc1N(CN1C(=O)c2ccccc2C1=O)C(=O)c1cccc(C)c1,-20%,-18%,-17%,-20%,-28%,-2.6%,-7%,-11%,0%
CCCN(CCC)C(=O)Cn1c(=O)n(-c2cccc(C)c2)c(=O)c2c1c1cc(OC)ccc1n2C,432%[activator],190%[activator],0%,0%,-12%,14%,-2%,-26%,-7%
O=S(=O)(c1ccc(Cl)cc1)N1CCNCC1,-2%,7%,1%,0%,9%[56.9 µM],0.7%,0%,-2%,3%
O=C(CC1C[C@H](C(=O)N2CCCCC2)[C@@]2(CCc3ccccc3)c3[nH]c4ccccc4c3CCN2C1=O)NCCC1=CCCCC1 (some centres not stated),-4%,2%,6%,-29%,-6%,nt,-4%,1%,-5%
CCCCC(c1nnnn1CC1CCCO1)N1CCN(c2cccc(C)c2C)CC1 (configuration not stated),-8%,16%[57.1 µM],-2%,?,-21%,2.0%,1%,-20%,4%
COc1ccc(OCC(=O)Nc2cc(-c3nc4ccccc4o3)ccc2Cl)cc1,-3%[11.4 µM],12%,2%,-13%,-7%,4.0%,0%,-17%,2%
# More structures.
SMILES,TrxR1 substrate,TrxR1 inh,Vif-A3F inh,ALOX12 inh,RGS4 inh,RXFP1 ag,Vif-A3G inh,USP1 inh,mIDH1 inhibitor
CCCC(CCC(=O)Nc1ccc(C(=O)OC)cc1)C(=O)O (configuration not stated),5%[57.1 µM],11%[57.1 µM],-3%,54%[activator],52%,0.5%,2%,2%,2%
CCOC(=O)C(C)n1nc(/C=C/c2ccc(OC)cc2)ccc1=O (configuration not stated),6%[57.1 µM],6%[57.1 µM],3%,?,-25%,-0.9%,-6%,-10%,8%
CCCn1c(=S)[nH]c2cc(C(=O)N(CCO)Cc3ccccc3)ccc2c1=O,5%,4%,-2%,-15%,1%,3.1%,0%,-13%,3%
O=C(CC1(O)C(=O)Nc2ccccc21)c1cccnc1 (configuration not stated),7%,14%,-11%,-26%,3%,0.0%,0%,-10%,11%
O=C(O)c1ccc(/C=N/n2cc(-c3ccccc3)[nH]c2=S)cc1,2%,-9%,6%,45µM*,-21%,-1.7%,0%,-26%,3%
O=C(Cc1ccc(S(=O)(=O)N2CCCCC2)cc1)NCc1ccc(Cl)cc1,0%,27%,0%,8%,18%,2.5%,-10%,-4%,2%
CCN(C(=O)CO/N=C/c1ccc(OC)cc1OC)c1c(N)n(Cc2ccccc2)c(=O)[nH]c1=O,1%,20%,3%,242%[activator],4%,2.5%,-9%,-17%,3%
Cc1cc(Cl)ccc1OCC(=O)NNC(=O)c1cccnc1,-3%,13%,2%,455%[activator],-1%,3.0%,0%,-18%,-5%
CCC/C=N/Nc1nnc(Cc2ccccc2)c(=O)[nH]1,-10%[57.1 µM],7%[57.1 µM],8%,i,-50%,1.4%,2%,-10%,2%
O=C(c1ccc(NC2=NC3CS(=O)(=O)CC3S2)cc1)N1CCN(c2ccccc2F)CC1 (configuration not stated),-2%[57.1 µM],2%[57.1 µM],-4%,14%,-5%,3.6%,7%,-8%,-7%
COC(=O)c1cn(Nc2ncc(C(F)(F)F)cc2Cl)c(=O)c2ccccc12,-7%,-2%,-9%,5%,11%,-0.3%,1%,-17%,1%
COCCCNc1oc(/C=C/c2cc(OC)c(OC)c(OC)c2)nc1C#N,816%[activator],?,1%,?,6%,24%,-16%,-22%,-5%
Cc1cc(C(=O)NCc2ccccc2)c2c(C)nn(-c3cccc(F)c3)c2n1,62%[activator],26%,-4%,-5%,9%,-1.8%,-2%,-17%,-17%
Cc1ccc(C)c(N2CCN(S(=O)(=O)c3cnc(N)nc3)CC2)c1,4%[57.1 µM],21%[57.1 µM],8%,?,16%,-1.0%,1%,6%,-7%
CC(/C=N/NC(=O)c1ccc(CN2c3cccc4cccc(c34)S2(=O)=O)cc1)c1ccccc1 (configuration not stated),14%,6%,2%,17%,-49%,0.9%,-4%,-5%,14%
O=C(NCCc1ccccc1)C1CCN(C(=O)c2ccc([N+](=O)[O-])cc2)CC1,0%,10%,-3%,4%,19%,-1.2%,0%,-11%,-5%

# Entries shown so far with an NH in an aromatic ring (7):
SMILES,TrxR1 substrate,TrxR1 inh,Vif-A3F inh,ALOX12 inh,RGS4 inh,RXFP1 ag,Vif-A3G inh,USP1 inh,mIDH1 inhibitor
O=C(c1ccco1)N1CCc2[nH]nc(-c3ccccc3)c2C1,1%,18%,-3%,-6%,-3%,0.7%,3%,-14%,8%
CCCCNC(=S)N(CCO)Cc1cc2cc3c(cc2[nH]c1=O)OCCO3,22%,1%,0%,?,-15%,1.7%,-4%,-14%,-9%
O=C(CC1C[C@H](C(=O)N2CCCCC2)[C@@]2(CCc3ccccc3)c3[nH]c4ccccc4c3CCN2C1=O)NCCC1=CCCCC1 (some centres not stated),-4%,2%,6%,-29%,-6%,nt,-4%,1%,-5%
CCCn1c(=S)[nH]c2cc(C(=O)N(CCO)Cc3ccccc3)ccc2c1=O,5%,4%,-2%,-15%,1%,3.1%,0%,-13%,3%
O=C(O)c1ccc(/C=N/n2cc(-c3ccccc3)[nH]c2=S)cc1,2%,-9%,6%,45µM*,-21%,-1.7%,0%,-26%,3%
CCN(C(=O)CO/N=C/c1ccc(OC)cc1OC)c1c(N)n(Cc2ccccc2)c(=O)[nH]c1=O,1%,20%,3%,242%[activator],4%,2.5%,-9%,-17%,3%
CCC/C=N/Nc1nnc(Cc2ccccc2)c(=O)[nH]1,-10%[57.1 µM],7%[57.1 µM],8%,i,-50%,1.4%,2%,-10%,2%

# Structures listed above marked active in ALOX12 inh:
Structure | TrxR1 substrate | TrxR1 inh | ALOX12 inh | RGS4 inh | RXFP1 ag | Vif-A3G inh | USP1 inh | mIDH1 inhibitor
O=C(O)c1ccc(/C=N/n2cc(-c3ccccc3)[nH]c2=S)cc1 | 2% | -9% | 45µM* | -21% | -1.7% | 0% | -26% | 3%

# The list is partial. The share of hits here may be higher or lower than overall.
